JMJD2E inh: inhibitors of human JMJD2E histone demethylase; B2RXH2; JMJD2E catalytic domain, FDH-coupled NADH fluorescence (FDH is formaldehyde dehydrogenase); Potency, µM (series often up to 57.1 µM), without a hit: top-dose activity change, negative = inhibition, actives largely listed as inhibitors; hit rate 1.6% among 230,000; AID 2147; active means well fitted inhibition curve with a large enough effect, not every such curve was filed as active; inconclusive means small, poorly fitted or top-dose-only effect, or another doubt; inactive means no such curve, though single readings can be large or run the other way;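 further: 0% = wells with enzyme and -100% = buffer wells without enzyme; nearly all actives have a fitted effect of over 50% in size; many of its hits are not listed in these tables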
Target sequence (B2RXH2 1-337 limits assumed): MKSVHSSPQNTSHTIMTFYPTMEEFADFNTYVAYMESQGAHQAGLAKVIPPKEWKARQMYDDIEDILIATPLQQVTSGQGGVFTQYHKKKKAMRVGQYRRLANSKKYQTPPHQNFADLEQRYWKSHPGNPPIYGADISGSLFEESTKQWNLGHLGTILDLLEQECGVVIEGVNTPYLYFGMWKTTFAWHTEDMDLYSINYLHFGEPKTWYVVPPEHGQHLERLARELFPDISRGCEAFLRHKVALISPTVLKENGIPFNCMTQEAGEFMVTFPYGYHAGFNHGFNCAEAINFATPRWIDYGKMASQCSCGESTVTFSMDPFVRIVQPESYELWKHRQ
LMNA splice mod: changes lamin A minigene splicing in HeLa cells; HeLa LMNA splicing GFP/RFP minigene ratio, 48 h; hit rate 0.01% among 200,000; Potency, µM (top dose mostly 46.1 µM), inactives show at the highest dose ratio change, negative = inhibition, actives largely listed as inhibitors; AID 1487; active means well fitted inhibition curve with a large enough effect in the signal ratio, with a control signal flat, not every such curve was filed as active; inconclusive means small, poorly fitted or top-dose-only effect, or effect the other way, or a change in a side signal; the % refers to the signal ratio; further: on the % scale 0 is the no-effect control and ±100 the full control effect
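S3 HeLa stable clones carrying a lamin A-EGFP splicing minigene plus DsRed2 were seeded at 600 cells/well in Opti-MEM with 2% FBS, pin-dosed and incubated 48 h at 37°C. Acumen cytometry (488 nm) gave the GFP/RFP total-intensity ratio.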
ALDH1A1 inh: blocks purified human ALDH1A1 activity; P00352; Purified ALDH1A1, NADH fluorescence, propionaldehyde substrate; hit rate 7.3% among 220,000; AID 1030; Potency, µM (highest dose often 75.3 µM), inactives show top-dose activity, negative = inhibition, actives largely listed as inhibitors; active means well fitted inhibition curve with a large enough effect, not every such curve was filed as active; inconclusive means small, poorly fitted or top-dose-only effect, or another doubt; inactive means no such curve, though single readings can be large or run the other way;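 further: plate controls were no enzyme wells and a reference inhibitor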
Target sequence (P00352 whole entry, looked up): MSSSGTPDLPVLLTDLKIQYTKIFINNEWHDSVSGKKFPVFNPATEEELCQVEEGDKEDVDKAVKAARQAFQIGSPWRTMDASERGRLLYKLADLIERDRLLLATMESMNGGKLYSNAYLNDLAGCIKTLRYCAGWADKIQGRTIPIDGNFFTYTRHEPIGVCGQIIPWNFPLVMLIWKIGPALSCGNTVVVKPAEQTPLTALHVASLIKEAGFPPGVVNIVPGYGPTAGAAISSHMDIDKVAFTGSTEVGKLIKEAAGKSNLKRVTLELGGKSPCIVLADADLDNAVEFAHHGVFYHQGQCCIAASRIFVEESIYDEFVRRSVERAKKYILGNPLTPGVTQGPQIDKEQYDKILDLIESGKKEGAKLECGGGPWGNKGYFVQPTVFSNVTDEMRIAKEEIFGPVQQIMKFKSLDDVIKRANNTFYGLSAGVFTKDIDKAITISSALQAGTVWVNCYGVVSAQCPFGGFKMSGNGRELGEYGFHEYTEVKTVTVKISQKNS
Tau ThT inhib: blocks human tau fibril formation measured by thioflavin T; P10636; recombinant tau K18 P301L (four-repeat tau fragment), heparin-induced fibrillization, ThT fluorescence; Potency, µM (doses to about 57.4 µM), inactives show top-dose activity, negative = inhibition, usual class: inhibitors; hit rate 2.1% among 270,000; further: on the % scale 0 is the no-effect control and ±100 the full control effect; nearly all actives have a fitted effect of over 55% in size
Target sequence (P10636 561-689 P618L limits assumed): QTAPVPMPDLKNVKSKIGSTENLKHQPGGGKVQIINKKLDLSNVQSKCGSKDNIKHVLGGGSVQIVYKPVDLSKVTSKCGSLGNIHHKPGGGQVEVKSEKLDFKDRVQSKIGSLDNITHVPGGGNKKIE
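Aggregation was driven by heparin (20 uM final) acting on recombinant tau […] bearing P301L in 100 mM sodium acetate pH 7; fibrils were detected with Thioflavin T.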
SMN2 splice up: increases expression of the SMN2 splice variant; HEK293 SMN2-luciferase splicing reporter, luminescence, 30-36 h; hit rate 2.8% among 210,000; Potency, µM (top dose mostly 46.1 µM), inactives show at the highest dose activity change, positive = activation, most hits filed as activators; further: % of control where 0% means no effect; nearly all actives have a fitted effect of over 55% in size
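HEK293 cells carry an SMN2 minigene-luciferase reporter in which exon 7 inclusion puts luciferase in frame. Cells were seeded at 2000 cells/well, attached for 10-12 hours, then exposed to compounds for 30-36 hours at 37C before ONE-Glo luminescence.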
RECQ1 inh: RECQ1 (human) helicase inhibition; P46063; hit rate 0.54% among 240,000; Potency, µM (top dose mostly 57.3 µM), inactives show top-dose activity, negative = inhibition, hits mostly inhibitors; AID 2549; RECQ1 DNA unwinding, red fluorescence kinetic read;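 further: plate controls were vehicle for no effect and no enzyme for full effect; nearly all actives have a fitted effect of over 30% in size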
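RECQ1T1 50 nM; forked duplex (20 bp + 30-nt ss tails) 200 nM, ATP 2 mM final; pH 8.0, 2 mM MgCl2, 2.5 ug/ml poly(dI-dC); 15 min compound preincubation; discontinuous kinetic read over 2 h at RT.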
Luc counter: counter-screen: inhibitors of Kinase-Glo firefly luciferase. Kinase-Glo luciferase, ATP luminescence, 8 min. Potency, µM (highest dose often 38.3 µM), inactives show top-dose activity change, negative = inhibition, hits mostly inhibitors. hit rate 0.28% among 200,000. AID 1379; further: on the % scale 0 is the no-effect control and ±100 the full control effect; nearly all actives have a fitted effect of over 60% in size
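Substrate mix (final 50 mM imidazole pH 7.2, 50 mM KCl, 7 mM MgCl2, 10 uM ATP, 0.01% Tween 20, 0.05% BSA) plus pin-tool compound, then Kinase-Glo detection mix; 8 min ambient, luminescence read.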
L3MBTL1 inh: inhibitors of human L3MBTL1 | hit rate 0.66% among 230,000 | AlphaScreen L3MBTL1–H3K9me1 peptide binding | Potency, µM (doses to about 57.1 µM), for inactives: at the top dose activity, negative = inhibition, hits mostly inhibitors; further: on the % scale 0 is the no-effect control and ±100 the full control effect; nearly all actives have a fitted effect of over 60% in size
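L3MBTL1 (50 nM) pre-complexed 30 min with biotinylated H3(1-15)K9me1 peptide (75 nM), then compounds added for 30 min at room temperature; AlphaScreen streptavidin donor/nickel chelate acceptor beads (10 ug/mL final) read after 30 min dark incubation.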
* marks the source's active call; other numbers are inactive results; i = inactive; u = inconclusive; x = no result given; & = joins results of further samples; [ ] = dose if it differs, or a comment. Unless noted, the call rests on the fitted dose curve; in most records, active means well fitted curve in the direction sought with a large enough effect; inconclusive means small, poorly fitted or top-dose-only effect, or another doubt; inactive means no such curve, though single readings can be large; an effect the other way counts as inactive or inconclusive. Potency means the concentration at half of the fitted maximal effect. Some of the compounds tested, so the mix of outcomes need not match the whole.

Each structure is followed by: JMJD2E inh	LMNA splice mod	ALDH1A1 inh	Tau ThT inhib	SMN2 splice up	RECQ1 inh	Luc counter	L3MBTL1 inh
Cn1c(O)c(C=Nc2ccc(Br)cc2)sc1=O
  -7%	x	7%	-3%	2.8µM*	11%	-8%	-12%
COc1cccc(CNC(=O)CCn2c(=O)oc3ccccc32)c1
  1%	19%	-9%	3%	-3%	-9%	2%	-1%
O=C(NC1CCCCC1)N1CCCc2ccccc21
  6%	3%	9%	-6%	-17%	-15%	-1%	10%
Cc1nc2ccc(N)cc2s1
  -25%	-11%	11%	-11%	u	-13%	1%	-1%
CC1(C)CC2(CCO1)OC(=O)CC2C(=O)NCCc1ccccc1 (configuration not stated)
  1%	3%	5%	1%	-9%	i	-8%	4%
CN(C)c1ccc(-c2nnn(CC(=O)Nc3ccc4c(c3)OCCO4)n2)cc1
  u	-5%[46 µM]	-9%	-15%	-7%	i	3%	0%
CCCc1cc(=O)[nH]c(SCC(=O)NC)n1
  2%	5%	3%	0%	-6%	-4%	-2%	4%
O=C(c1ccccc1)c1ccc(C(=O)N2CCN(c3ccc(F)cc3)CC2)o1
  2%	u	-2%	u	-18%	-5%	-2%	-6%
CCOC(=O)CN1C(=N)N(c2nc(NC(C)C)nc(OC)n2)CC1=O
  -2%	x	x	3%	x	-2%	x	5%
O=C(Nc1ncc(C(F)(F)F)cc1Cl)C1COc2ccccc2O1 (configuration not stated)
  7%	-4%	0%	5%	28%	1%	-2%	x
CCN(CC)S(=O)(=O)c1cccc(C(=O)NN2Cc3ccccc3C2=N)c1
  u	-9%	-1%	-1%	x	-4%	x	3%
Cc1ccc2c(c1)/C(=N/O)CCS2
  0%	3%	3%	-8%	-13%	-2%	-3%	11%
CCN(CC)S(=O)(=O)c1ccc(N2CCOCC2)c(NC(=O)COc2ccc(C#N)cc2)c1
  -8%	x	x	-6%	x	-3%	x	-2%
CC(C)Oc1cccc(C(=O)C2CCCN(C(=O)c3ccoc3)C2)c1 (configuration not stated)
  -4%	6%[46 µM]	0%	3%	x	-13%	2%	3%
Cc1cc(Sc2nc(N(C)C)nc(N(C)C)n2)nc(Cl)n1
  -7%	u	0%	-5%	-10%	14%	2%	-1%

Part of the list above, set out differently.
| molecule | JMJD2E inh | LMNA splice mod | ALDH1A1 inh | Tau ThT inhib | SMN2 splice up | RECQ1 inh | Luc counter | L3MBTL1 inh |
| --- | --- | --- | --- | --- | --- | --- | --- | --- |
| Cn1c(O)c(C=Nc2ccc(Br)cc2)sc1=O | -7% | x | 7% | -3% | 2.8µM* | 11% | -8% | -12% |
| COc1cccc(CNC(=O)CCn2c(=O)oc3ccccc32)c1 | 1% | 19% | -9% | 3% | -3% | -9% | 2% | -1% |
| O=C(NC1CCCCC1)N1CCCc2ccccc21 | 6% | 3% | 9% | -6% | -17% | -15% | -1% | 10% |
| Cc1nc2ccc(N)cc2s1 | -25% | -11% | 11% | -11% | u | -13% | 1% | -1% |
| CC1(C)CC2(CCO1)OC(=O)CC2C(=O)NCCc1ccccc1 (configuration not stated) | 1% | 3% | 5% | 1% | -9% | i | -8% | 4% |
| CN(C)c1ccc(-c2nnn(CC(=O)Nc3ccc4c(c3)OCCO4)n2)cc1 | u | -5%[46 µM] | -9% | -15% | -7% | i | 3% | 0% |

New compounds follow.
Each structure is followed by: JMJD2E inh	LMNA splice mod	ALDH1A1 inh	Tau ThT inhib	SMN2 splice up	RECQ1 inh	Luc counter	L3MBTL1 inh
COc1ccc(N(CC(=O)Nc2cc(OC)ccc2OC)S(=O)(=O)c2c(C)nn(C)c2C)cc1
  -4%	-9%	-9%	-10%	-1%	-2%	18%	-1%
CCCCN(CCCC)Cc1ccc(N)cc1
  0%	0%	-9%	-3%	8%	-5%	2%	-2%
N[C@@H](Cc1c[nH]c2ccccc12)C(=O)O
  -24%	-5%	-6%	u	13%	6%&4%	-2%	x
CCN(CC)S(=O)(=O)c1cccc(N=NC2=C(O)CCCC2=O)c1
  -11%	-6%	u	-10%	-15%	u	-3%	-2%
O=C(Cn1cc(C(F)(F)F)ccc1=O)NCCc1ccc(Cl)cc1Cl
  -29%	-9%	3%	-6%	-4%	-1%	6%	-2%
COc1ccc(CNC(=O)c2ccc3c(=O)n(CCCN4CCCC4=O)c(=S)[nH]c3c2)cc1
  -8%	-9%[46 µM]	28µM*	-10%	-43%[inhibitor]	2%	-2%	x
NC(N)=Nc1nc(-c2ccccc2)c2cc(F)ccc2n1
  u	x	u	-8%	-22%	25%	-3%	1%
Clc1ccc2nc(C3CCN(Cc4ccccc4)CC3)[nH]c2c1
  -1%	6%[0.0737 µM]	8%	0%	-2%	i	-3%	-1%
CC1=CC(C)(C)N(C(=O)CN2C(=O)c3ccccc3C2=O)c2ccc(C)cc21
  -2%	-6%	-3%	7%	-31%[inhibitor]	-10%	-2%	17%
Cc1ccc(S(=O)(=O)N2CCN(Cc3ccccc3C(F)(F)F)CC2)cc1
  -26%	-2%	u	-2%	-30%	-5%	-3%	0%
Cc1nc2scc(-c3ccccc3)c2c(=O)n1N=C1C=CC(=O)C=C1
  -2%	8%[46 µM]	u	-2%	x	24%	-7%	6%
O=C(Nc1ccon1)c1cc2c(s1)CCCCCC2
  -4%	-6%	u	-4%	13µM*	-12%	-1%	-3%
O=C(C1=C[C@@H](C2CCCCC2)C[C@@H](OCc2ccc(CO)cc2)O1)N1CCN(Cc2ccccc2)CC1
  -27%	x	u	u	x	-9%	x	-21%
Cc1ccc(NC(=O)c2ccccc2-c2cc(C)no2)cc1
  -1%	x	10%	3%	-8%	i	-1%	3%[11.4 µM]
Cc1cc(C(=O)NNS(=O)(=O)c2ccc(F)cc2)nn1C(C)(C)C
  0%	6%[46 µM]	3%	-18%	x	-6%	x	-5%
CCOc1cccc2cc(C(N)=O)c(=N)oc12
  3%	x	x	-15%	x	-2%	x	4%
CCN(C(=O)CSc1nc2ccccc2c(=O)n1-c1cccc(C)c1)C1CCS(=O)(=O)C1 (configuration not stated)
  11%	u	-8%	-2%	-18%	i	2%	x
COCCCNC(=S)N1CCN(c2nc3ccccc3s2)CC1
  -3%	11%[46 µM]	-8%	u	x	i	5%	5%
CCn1c(SCC(=O)c2ccc(F)cc2)nnc1-c1ccoc1C
  1%	9%	22µM*	u	23%	0%	-3%	x
C=CC[N+]1(CC#Cc2ccccc2)CCCC1
  9%	16%[46 µM]	-1%	-2%	-8%	i	-1%	7%
Cc1cc(O)ccc1C1(c2ccc(O)cc2C)OC(=O)c2ccccc21
  3%	u	11%	-6%	11%	-10%	-1%	-3%
COc1ccc(N2CCN(C(=O)C3CCCO3)CC2)cc1 (configuration not stated)
  10%	13%	u	-10%	-8%	-1%	-3%	x
O=C(NC1CCN(Cc2ccccc2)CC1)c1cc(Br)c(Br)[nH]1
  2%	x	5%	-7%	x	i	4%	5%
O=C(NC1CCCC1)C(c1ccsc1)N(Cc1ccco1)C(=O)Cc1cccs1 (configuration not stated)
  6%	20%	-7%	u	-5%	-4%	5%	-7%
CC(C)N1CCC(N2CCN(Cc3cccc4nonc34)CC2CCO)CC1 (configuration not stated)
  4%	13%[46 µM]	-6%	-6%	5%	-8%	-3%	0%
CCOc1cccc2sc(NN)nc12
  u	-4%[46 µM]	u	20µM*	-18%	-1%	-17%	-25%
O=[N+]([O-])c1ccc(S(=O)(=O)CC2CSc3nc4ccccc4n32)cc1 (configuration not stated)
  8%	u	-12%	-6%	-70%[inhibitor]	3%	0%	8%
CCOC(=O)C1(CCc2ccccc2)CCN(C(=O)CCn2cnnn2)CC1
  -4%	x	2%	-1%	x	i	x	-2%
CCN1/C(=C/C=C/c2oc3ccc(-c4ccccc4)cc3[n+]2CC)Oc2ccc(-c3ccccc3)cc21
  7.9µM*	x	u	u	x	-18%	-6%	-89%
O=C(O)c1ccc(Cl)c(S(=O)(=O)Nc2ccc3[nH]c(=O)[nH]c3c2)c1
  u	-6%[46 µM]	-11%	14µM*	x	i	x	u
NS(=O)(=O)c1ccc(CNC(=S)NC2CC2)cc1
  4%	x	3.2µM*	-4%	x	1%	x	1%
COc1c(/C=N/Nc2ccc(C(=O)O)cc2)c(CCN(C)C(C)=O)cc2c1OCO2
  -26%	x	x	-13%	x	-10%	x	0%

Random excerpt: four records from the list.
Each structure is followed by: JMJD2E inh	LMNA splice mod	ALDH1A1 inh	Tau ThT inhib	SMN2 splice up	RECQ1 inh	Luc counter	L3MBTL1 inh
C=CC[N+]1(CC#Cc2ccccc2)CCCC1
  9%	16%[46 µM]	-1%	-2%	-8%	i	-1%	7%
Cc1cc(O)ccc1C1(c2ccc(O)cc2C)OC(=O)c2ccccc21
  3%	u	11%	-6%	11%	-10%	-1%	-3%
CCOC(=O)C1(CCc2ccccc2)CCN(C(=O)CCn2cnnn2)CC1
  -4%	x	2%	-1%	x	i	x	-2%
COc1ccc(N2CCN(C(=O)C3CCCO3)CC2)cc1 (configuration not stated)
  10%	13%	u	-10%	-8%	-1%	-3%	x
